Screening data deposited in PubChem BioAssay by The Scripps Research Institute Molecular Screening Center.
PME-1 inh = blocks human protein phosphatase methylesterase 1 | inhibition, % at 5.9 µM | recombinant PME-1, FP-Rh probe fluorescence polarization | 320,000 compounds, 0.53% hits;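 active means inhibition above the campaign mean of all compounds plus 3 SD, cut at about 26% in these data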;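 further: competitive labeling of PME-1 active site by serine hydrolase directed probe; 0% = PME-1 with DMSO and 100% = wells lacking PME-1 enzyme; inhibitors block probe labeling so polarization falls and inhibition rises; many of its hits are not listed in these tables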
PAFAH1B3 FP inh = PAFAH1B3 (human) inhibition | Q15102 | recombinant PAFAH1B3, FP-rhodamine probe, fluorescence polarization | inhibition, % at 3.39 µM | 340,000 compounds, 0.28% hits;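 active means inhibition above the screen-wide average of all tested compounds plus 3 SD, cut at about 25% in these data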;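 further: 0% = enzyme with DMSO only and 100% = wells lacking PAFAH1B3 protein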
Target sequence (Q15102 whole entry, looked up): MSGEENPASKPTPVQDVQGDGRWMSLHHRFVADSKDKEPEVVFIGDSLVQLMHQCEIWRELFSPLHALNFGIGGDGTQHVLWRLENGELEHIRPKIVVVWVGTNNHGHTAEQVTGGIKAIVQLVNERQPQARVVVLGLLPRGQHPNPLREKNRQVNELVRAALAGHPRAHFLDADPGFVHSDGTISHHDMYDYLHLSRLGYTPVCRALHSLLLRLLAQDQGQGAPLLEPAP
LYPLA2 counter = LYPLA2 (human) inhibition in PME1 counter-screen; O95372; recombinant LYPLA2, FP-Rh probe fluorescence polarization; inhibition, % at 5.9 µM; 320,000 compounds, 0.38% hits;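 active means inhibition above the screen-wide mean plus 3 SD, limit set per campaign, cut at about 26% in these data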;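 further: 0% = LYPLA2 with DMSO and 100% = wells lacking LYPLA2 enzyme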
GSTO1 inh = counter-screen for RBBP9 inhibitors: inhibitors of human GSTO1. recombinant GSTO1, activity-based probe fluorescence polarization. P78417. AID 1974. 300,000 compounds, 1.1% hits. inhibition, % at 5.96 µM;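 active means inhibition above the campaign mean inhibition plus 3 SD, cut at about 35% in these data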;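 further: 0% = GSTO1-1 with DMSO and 100% = wells lacking GSTO1-1 enzyme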
Target sequence (P78417 whole entry, looked up): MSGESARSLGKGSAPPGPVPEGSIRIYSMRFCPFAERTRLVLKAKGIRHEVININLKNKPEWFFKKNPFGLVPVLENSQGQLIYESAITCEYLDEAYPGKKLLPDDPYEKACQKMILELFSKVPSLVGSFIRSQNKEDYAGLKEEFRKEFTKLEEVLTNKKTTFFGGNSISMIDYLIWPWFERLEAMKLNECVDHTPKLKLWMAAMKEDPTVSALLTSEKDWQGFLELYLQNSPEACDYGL
PAD4 inh = inhibitors of human PAD4 | Q9UM07 | recombinant PAD4, RCA probe fluorescence polarization | inhibition, % at 6.36 µM | 330,000 compounds, 0.41% hits;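 active means percent inhibition above a cutoff equal to the mean of all tested compounds plus 3 SD, cut at about 15% in these data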;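 further: 0% = PAD4 with RCA probe and DMSO and 100% = probe without PAD4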
pPAFAH FP inh = pPAFAH (human) enzyme inhibition. AID 463082. Q13093. 330,000 compounds, 1.5% hits. recombinant pPAFAH, FP-rhodamine probe fluorescence polarization. inhibition, % at 3.39 µM;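 active means inhibition above the mean inhibition across the screen plus 3 SD, cut at about 25% in these data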;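 further: inhibitors block binding of the rhodamine activity-based probe so polarization drops; 0% = enzyme with DMSO and 100% = wells lacking pPAFAH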
PAFAH1B2 FP inh = inhibitors of human PAFAH1B2. 340,000 compounds, 1.2% hits. recombinant PAFAH1B2, FP-rhodamine activity probe, fluorescence polarization. inhibition, % at 3.39 µM. AID 492953. P68402;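 active means inhibition above the mean of all tested compounds plus 3 SD, cut at about 24% in these data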;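 further: 0% = enzyme with DMSO and 100% = wells lacking PAFAH1B2; many of its hits are not listed in these tables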
Target sequence (P68402 whole entry, looked up): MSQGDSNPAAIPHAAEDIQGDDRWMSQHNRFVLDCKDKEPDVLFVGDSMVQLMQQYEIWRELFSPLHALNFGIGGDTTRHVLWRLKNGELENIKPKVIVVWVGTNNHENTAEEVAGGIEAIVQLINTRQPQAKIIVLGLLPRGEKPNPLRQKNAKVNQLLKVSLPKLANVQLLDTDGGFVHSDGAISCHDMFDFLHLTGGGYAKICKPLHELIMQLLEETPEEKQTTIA
PAFAH2 inh = inhibitors of human PAFAH2 | 340,000 compounds, 0.99% hits | inhibition, % at 3.39 µM | AID 492956 | recombinant PAFAH2, FP-rhodamine activity probe, fluorescence polarization;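 active means inhibition above the mean over all tested compounds plus 3 SD, cut at about 30% in these data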;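 further: inhibitors block probe labeling of enzyme so polarization drops; 0% = enzyme with DMSO and 100% = wells lacking PAFAH2 protein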
LYPLA1 counter = counter-screen for PME1 inhibitors: inhibitors of human LYPLA1. O75608. recombinant LYPLA1, FP-Rh probe fluorescence polarization. inhibition, % at 5.9 µM. 320,000 compounds, 0.16% hits. AID 2174;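 active means inhibition above the mean of all tested compounds plus 3 SD, set per campaign, cut at about 14% in these data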;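 further: inhibitors block serine hydrolase probe labeling of LYPLA1 so polarization falls; 0% = enzyme with DMSO and 100% = wells lacking LYPLA1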
Target sequence (O75608 whole entry, looked up): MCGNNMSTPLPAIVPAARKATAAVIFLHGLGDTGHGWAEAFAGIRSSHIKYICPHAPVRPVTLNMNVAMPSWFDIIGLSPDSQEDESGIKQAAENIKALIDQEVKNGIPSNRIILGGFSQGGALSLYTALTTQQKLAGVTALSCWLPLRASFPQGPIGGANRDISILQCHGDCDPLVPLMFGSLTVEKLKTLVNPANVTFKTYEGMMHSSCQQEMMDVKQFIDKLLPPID
* hit, by the source's call; · = no result given; & = joins results of further samples. A portion of the library. The share of hits here may be higher or lower than overall.

No.	Compound	PME-1 inh	PAFAH1B3 FP inh	LYPLA2 counter	GSTO1 inh	PAD4 inh	pPAFAH FP inh	PAFAH1B2 FP inh	PAFAH2 inh	LYPLA1 counter
1	O=C(NC12CC3CC(CC(C3)C1)C2)c1ccccc1	-5	8	1	-8	-5	3	14	-5	0
2	CCOc1ccc(N2CC(=O)SC2=S)cc1	-14	-13	0	5	-35	2	-6	-1	-1
3	Cc1occc1C(=O)Nc1c(F)cc(F)cc1Br	-6	8	0	-1	3	-3	2	5	2
4	N#CCCN(CCC#N)C(=O)COc1ccc(Cl)cc1Cl	-10	3	6	1	-4	2	1	-7	-1
5	CCCC(=O)NC(c1cccs1)c1cc([N+](=O)[O-])c2cccnc2c1O (stereo not given)	10	11	3	-4	-4	68*	2	14	-5
6	CCS(=O)(=O)N1CCCC(C(=O)NCC2CCCO2)C1 (stereo not given)	5	6	15	-4	4	-2	4	-3	1
7	O=C(CSc1ccccc1)N[C@@H](Cc1ccccc1)C(=O)O	1	-1	3	2	0	5	21	3	2
8	O=C(CSc1ncccn1)NCc1cccs1	-2	0	-3	0	-3	4	4	4	1
9	CCN(CCS(=O)(=O)c1ccc(Cl)cc1)Cc1nc2ccccc2c(=O)[nH]1	·	6	·	·	3	4	13	-2	·
10	CC(C)(C)NC(=O)C1CCC(CNS(=O)(=O)c2cccc3nsnc23)CC1 (stereo not given)	7	8	3	3	-5	4	3	1	1
11	CCN1C(=O)c2ccccc2S(=O)c2ccc(C(=O)NCc3ccccn3)cc21 (stereo not given)	6	6	7	37*	4	1	4	9	4
12	CC(=O)O[C@H]1C[C@@]2(C)[C@@H](C[C@@H](O)[C@H]3[C@@]4(C)CC[C@@H](O)[C@@H](C)[C@@H]4CC[C@@]32C)/C1=C(\CCC=C(C)C)C(=O)O	-1&-2	9&7	-4&-6	12&2	-2&1	1&3	-1&6	-9&4	-4&3
13	COCC(=O)N(Cc1cc2cc(C)ccc2[nH]c1=O)c1ccc(C)c(C)c1	4	11	9	-4	2	5	4	-5	-1
14	O=C(O)CCC(NS(=O)(=O)c1ccc(-c2ccccc2)cc1)C(=O)O (stereo not given)	0	8	-3	2	2	2	5	6	-2
15	COc1ccc(OCC(=O)Nc2ccc(C)c(S(=O)(=O)N(C)C)c2)cc1	-7	·	-7	0	-12	-7	·	·	0
16	O=C(CSc1ccc2nnc(-c3ccccc3)n2n1)NCc1ccco1	-11	5	6	2	-6	-3	-1	1	2
17	COc1ccc(NC(=S)N(CCCN2CCOCC2)C(C)c2cc3cccc(OC)c3o2)cc1 (stereo not given)	-7	7	-2	4	0	28*	-1	6	-3
18	COC(=O)c1ccccc1NC(=S)NC(=O)c1ccc(C)cc1	-1	-11	2	16	6	3	4	1	7
19	Cc1ccc(S(=O)(=O)N2CCOCC2)cc1NC(=O)COc1cccc(-n2cnnn2)c1	6	7	6	·	-2	1	-1	2	2
20	COCCCn1c(=O)/c(=C\c2ccc(OC(F)F)c(OC)c2)s/c1=C(/C#N)C(N)=O	0	-1	-1	1	-1	0	-3	-7	0
21	CC1CCN(C(=O)c2ccc(-n3cnnn3)cc2)CC1	2	7	1	2	4	3	-3	5	4
22	CN(C)C(=O)CCc1ccc2c3c([nH]c2c1)[C@]1(C)[C@@H](C(=O)N2CCCCC2)C[C@H](CC(=O)NC(C)(C)C)C(=O)N1CC3	·	4	·	·	-9	-5	0	-1	·
23	CC1CCN(CCCNC(=O)C2CCN(S(=O)(=O)N3CCC4(CC3)OCCO4)CC2)CC1	-1	3	5	-1	1	6	7	-1	2
24	O=C(COC(=O)c1cc(=O)[nH]c2ccccc12)Nc1nc(-c2ccccc2)cs1	-8	-6	-19	6	0	2	3	-7	-9
25	Cc1cc(C)cc(N2CC(C(=O)O)CC2=O)c1 (stereo not given)	-2	5	1	5	-1	1	0	-3	-2
26	CC(=O)NC(=S)Nc1ccccc1N1CCCCC1	1	0	6	4	0	-2	13	-2	4
27	COc1ccc(OC)c(S(=O)(=O)N2CCCCCC2)c1	-2	1	0	-7	-7	-7	5	-6	2
28	COc1ccc(C)cc1NC(=O)CSc1nc(=O)n(CCCN2CCOCC2)c2c1CCCC2	2	3	8	-2	-4	10	3	-1	2
29	CN1CCN(c2ccc(Cl)cc2NC(=O)CCN2C(=O)c3ccccc3C2=O)CC1	0	4	5	-4	-2	9	6	4	5
30	CCOC(=O)C1C(=O)N(O)CC1c1cccc(Oc2ccccc2)c1 (stereo not given)	-3	-2	-1	2	0	6	-3	-9	-1

An excerpt from above in order of length of the SMILES, ascending.
No.	Compound	PME-1 inh	PAFAH1B3 FP inh	LYPLA2 counter	GSTO1 inh	PAD4 inh	pPAFAH FP inh	PAFAH1B2 FP inh	PAFAH2 inh	LYPLA1 counter
26	CC(=O)NC(=S)Nc1ccccc1N1CCCCC1	1	0	6	4	0	-2	13	-2	4
25	Cc1cc(C)cc(N2CC(C(=O)O)CC2=O)c1 (stereo not given)	-2	5	1	5	-1	1	0	-3	-2
27	COc1ccc(OC)c(S(=O)(=O)N2CCCCCC2)c1	-2	1	0	-7	-7	-7	5	-6	2
18	COC(=O)c1ccccc1NC(=S)NC(=O)c1ccc(C)cc1	-1	-11	2	16	6	3	4	1	7
16	O=C(CSc1ccc2nnc(-c3ccccc3)n2n1)NCc1ccco1	-11	5	6	2	-6	-3	-1	1	2
30	CCOC(=O)C1C(=O)N(O)CC1c1cccc(Oc2ccccc2)c1 (stereo not given)	-3	-2	-1	2	0	6	-3	-9	-1
28	COc1ccc(C)cc1NC(=O)CSc1nc(=O)n(CCCN2CCOCC2)c2c1CCCC2	2	3	8	-2	-4	10	3	-1	2
17	COc1ccc(NC(=S)N(CCCN2CCOCC2)C(C)c2cc3cccc(OC)c3o2)cc1 (stereo not given)	-7	7	-2	4	0	28*	-1	6	-3
19	Cc1ccc(S(=O)(=O)N2CCOCC2)cc1NC(=O)COc1cccc(-n2cnnn2)c1	6	7	6	·	-2	1	-1	2	2
23	CC1CCN(CCCNC(=O)C2CCN(S(=O)(=O)N3CCC4(CC3)OCCO4)CC2)CC1	-1	3	5	-1	1	6	7	-1	2
20	COCCCn1c(=O)/c(=C\c2ccc(OC(F)F)c(OC)c2)s/c1=C(/C#N)C(N)=O	0	-1	-1	1	-1	0	-3	-7	0
22	CN(C)C(=O)CCc1ccc2c3c([nH]c2c1)[C@]1(C)[C@@H](C(=O)N2CCCCC2)C[C@H](CC(=O)NC(C)(C)C)C(=O)N1CC3	·	4	·	·	-9	-5	0	-1	·

Following part.
No.	Compound	PME-1 inh	PAFAH1B3 FP inh	LYPLA2 counter	GSTO1 inh	PAD4 inh	pPAFAH FP inh	PAFAH1B2 FP inh	PAFAH2 inh	LYPLA1 counter
31	COc1ccccc1NC(=O)CSc1ccc2nnc(CCNC(=O)c3ccccc3)n2n1	6	-1	5	-1	-4	0	2	-1	2
32	Cc1ccc(N2CC(C(=O)OCC(=O)c3c(N)n(CC(C)C)c(=O)n(C)c3=O)CC2=O)cc1 (stereo not given)	3	4	1	-4	-1	1	2	-6	1
33	CC1CCN(CCOc2cc(Cl)ccc2Cl)CC1	-3	10	-3	-5	0	-4	5	6	1
34	CCOC(=O)c1cn(CC(=O)Nc2ccccc2C(=O)OCC)nn1	-20	7	-10	-3	-3	-2	-1	5	-3
35	CCC(C)C1C(C#N)=C(N)Oc2n[nH]c(C)c21 (stereo not given)	0	7	8	7	1	2	14	5	1
36	COc1cccc(CN2CCN(Cc3[nH]c4ccccc4c3C)CC2CCO)c1 (stereo not given)	-2	6	-5	2	2	-2	4	7	0
37	Cc1cc(OCC(=O)N2CCN(c3ccccn3)CC2)cc(C)c1Br	1	-9	1	-2	1	3	-1	7	-1
38	C[n+]1cc(C(=O)N2CCCCC2)ccc1/C=C/c1c[nH]c2ccccc12	-9	-3	-6	-11	-4	-1	-10	-11	-2
39	C[C@H](NC(=O)C1CCN(S(=O)(=O)c2ccccc2)CC1)C(=O)NCc1ccc(F)cc1	2	3	-4	8	0	5	6	-1	-2
40	CC(C)(C)NC(=O)CN(c1cccc([N+](=O)[O-])c1)S(=O)(=O)c1ccccc1	-8	·	5	10	4	0	·	·	0
41	COc1c(C)cc(C(=O)C2CCCN(C(=O)c3csc(C)n3)C2)cc1C (stereo not given)	4	5	7	-4	3	6	0	3	3
42	CNCC(O)COc1ccccc1 (stereo not given)	-1	-3	2	-4	-6	-2	0	2	-1
43	Cc1ccc(N(Cc2cc(=O)[nH]c3ccccc23)C(=O)c2ccco2)cc1	-14	6	0	-26	2	-4	7	4	-1
44	CC(C)n1c(/C=C/[C@@H](O)C[C@@H](O)CC(=O)O)c(-c2ccc(F)cc2)c2ccccc21	3	15	1	3	-3	16	14	3	1
45	COc1ccc(N(CCOc2ccccc2)S(=O)(=O)c2ccccc2)cc1	-1	-5	1	·	-1	-1	5	0	-1
46	CC(Cc1ccccc1)NC(=O)CC(c1ccccc1)c1ccccc1O (stereo not given)	-4	10	0	-3	-6	0	9	17	0
47	Cc1ccc(C(=O)N/N=C/c2c[nH]c3ccccc23)o1	-3	7	-9	-1	-5	-2	4	-1	0
48	O=S(=O)(CCc1nnc(-c2ccccc2)o1)c1ccc2ccccc2c1	5	-2	-5	8	-3	1	8	4	2
49	O=C(NCCCN1CCOCC1)c1ccc(Br)s1	1	6	3	1	0	7	1	6	2
50	O=C1C=C(NCc2ccc(Cl)c(Cl)c2)CC1	3	8	9	-5	1	10	3	5	4
51	O=C(OCC(=O)C12CC3CC(CC(C3)C1)C2)c1cccnc1	-5	1	5	-1	-2	2	9	6	-1
52	COC(=O)COc1ccc(S(=O)(=O)NCCC2=CCCCC2)cc1Cl	7	-6	-3	30	3	10	15	7	-5
53	Cc1ccc(-n2c(=O)[nH]cc(C(=O)Nc3ccc4c(c3)OCCO4)c2=O)cc1C	7	12	4	2	-1	7	4	7	2
54	COc1ccc2c(c1)CCc1cc(C(=O)N3CCN(c4ccc(N5CCOCC5)nn4)CC3)sc1-2	1	6	59*	7	1	19	3	12	0
55	O=C(Nc1cccnc1)c1ccc(CN2CCc3ccccc3C2)cc1	-2	-4	7	2	-3	3	3	1	0
56	C/C(=N\NC(=O)c1cccc([N+](=O)[O-])c1)c1ccco1	-10	-5	2	13	-3	5	4	3	2
57	Cc1cc(NC(=O)CCC(=O)N(CC(=O)NC2CCCC2)c2cccc(F)c2)no1	5	3	1	-1	2	1	-3	-3	-3
58	CC(=O)c1cc(C#N)c(N2CCCC2)nc1C	-3	7	-6	4	-1	-2	6	0	2
59	Cc1ccc(Sc2nnc(Cc3ccccc3)c3ccccc23)cc1	2	1	-6	-21	5	10	6	-8	-3
60	CCCCNC(=O)C1CCC(CNS(=O)(=O)c2c(C)cc(C)cc2C)CC1 (stereo not given)	-3	5	7	-2	2	3	5	-3	1
61	CCOc1ccccc1OCC(=O)Nc1cc2c(cc1C(=O)O)OCCCO2	-7	2	0	-17	8	1	1	-4	-1
62	CC1=NN(S(=O)(=O)c2ccc(C)cc2)C(=O)c2ccccc2O1	0	1	0	1	0	0	3	3	4
